Compound activity from PubChem BioAssay.
MazF activator = MazEF (E. coli) toxin RNase activation | FAM/BHQ RNA-DNA oligo cleavage fluorescence, 5 h | activation, % at 20 µM | 0.32% of 350,000 active; in the data active means activation above about 50%
Target sequence (P0AE70 whole entry, looked up): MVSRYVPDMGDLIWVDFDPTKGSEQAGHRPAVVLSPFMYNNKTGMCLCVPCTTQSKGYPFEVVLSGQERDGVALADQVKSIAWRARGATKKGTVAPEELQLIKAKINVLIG
Mtb UGM inh = Mtb UDP-galactopyranose mutase inhibition. P9WIQ1. purified UGM, fluorescence polarization probe displacement. inhibition, % at 10 µM. 0.06% of 320,000 active; in the data active means inhibition above about 10%, passing the limit was not always enough; inconclusive means no clear call, values can overlap the other calls
Target sequence (P9WIQ1 whole entry, looked up): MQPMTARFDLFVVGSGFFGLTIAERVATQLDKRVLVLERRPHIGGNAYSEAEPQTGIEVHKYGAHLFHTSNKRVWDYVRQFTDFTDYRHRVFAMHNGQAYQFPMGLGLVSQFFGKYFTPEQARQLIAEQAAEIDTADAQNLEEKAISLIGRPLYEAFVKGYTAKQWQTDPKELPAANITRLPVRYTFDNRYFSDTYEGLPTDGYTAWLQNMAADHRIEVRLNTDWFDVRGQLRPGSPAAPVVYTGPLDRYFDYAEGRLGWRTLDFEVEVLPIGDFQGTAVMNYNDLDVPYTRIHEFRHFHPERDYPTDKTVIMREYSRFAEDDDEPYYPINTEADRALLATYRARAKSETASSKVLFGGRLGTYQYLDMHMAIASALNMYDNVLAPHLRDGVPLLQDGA
FadD28 FP inh = M. tuberculosis FadD28 bisubstrate binding inhibition; FadD28 bisubstrate probe binding, fluorescence polarization; inhibition, % at 12.5 µM; 0.22% of 360,000 active; AID 588549; in the data active means inhibition above about 8.5%, passing the limit was not always enough; inconclusive means no clear call, values can overlap the other calls
Mtb BioA inh = blocks M. tuberculosis BioA enzyme activity; purified M. tuberculosis BioA enzyme, plate reader; inhibition, % at 9.99 µM; 0.096% of 360,000 active; in the data active means inhibition above about 40%; inconclusive means no clear call, values can overlap the other calls
Rv3671c inh = inhibitors of M. tuberculosis serine protease Rv3671c. inhibition, % at 5.96 µM. 0.048% of 320,000 active. AID 2606; in the data active means inhibition above about 38%;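 further: extracellular domain of Rv3671c used as enzyme; 0% = enzyme with DMSO and 100% = no enzyme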
GDH-TPI inh = GDH-TPI coupled enzyme inhibition counter-screen | GDH-TPI coupled enzyme counterscreen, NADH absorbance | inhibition, % at 4.8 µM | 1.2% of 360,000 active | AID 588335; in the data active means inhibition above about 30%;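 further: 0% = DMSO wells and 100% = wells lacking the enzyme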
Mtb FBA inh = inhibitors of M. tuberculosis fructose-bisphosphate aldolase; purified M. tuberculosis FBA, fluorescence read-out; P9WQA3; 2.3% of 360,000 active; inhibition, % at 1 µM; in the data active means inhibition above about 27%;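 further: 0% = vehicle and 100% = reference inhibitor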
Target sequence (P9WQA3 whole entry, looked up): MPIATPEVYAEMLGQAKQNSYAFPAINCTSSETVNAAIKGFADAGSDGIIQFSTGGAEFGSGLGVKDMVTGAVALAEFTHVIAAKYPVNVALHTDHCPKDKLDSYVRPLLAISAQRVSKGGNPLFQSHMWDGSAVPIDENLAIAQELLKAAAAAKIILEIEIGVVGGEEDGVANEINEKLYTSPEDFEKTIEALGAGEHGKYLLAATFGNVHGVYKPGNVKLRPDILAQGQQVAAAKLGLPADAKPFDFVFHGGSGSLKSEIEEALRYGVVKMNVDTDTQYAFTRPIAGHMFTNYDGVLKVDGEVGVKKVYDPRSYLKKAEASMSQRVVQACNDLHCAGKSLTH
BoNT-F LC inh = BoNT F light chain protease inhibition | Multiplex microsphere protease cleavage assay, flow cytometry | inhibition, % at 10 µM | 0.22% of 360,000 active; in the data active means inhibition above about 35%, passing the limit was not always enough; inconclusive means no clear call, values can overlap the other calls; further: plate controls were buffer without enzyme for full effect and enzyme alone for no effect
PrPC surface inh = reduces human prion protein on the cell surface; P04156; cell surface PrPC, TR-FRET read-out; inhibition, % at 13.8 µM; 0.43% of 370,000 active; AID 720596; in the data active means inhibition above about 24%; further: 0% = median of the test wells and 100% = reference compound wells
Numbers without * were called inactive; u = inconclusive; x = not tested or not shown; + = active, no number. Compounds as they come; 4.8% or so of the library scored in one or more.

Compound,MazF activator,Mtb UGM inh,FadD28 FP inh,Mtb BioA inh,Rv3671c inh,GDH-TPI inh,Mtb FBA inh,BoNT-F LC inh,PrPC surface inh
NC(=O)CC(NC(=O)Cc1cccc2ccccc12)c1ccc(NCc2ccccc2)c([N+](=O)[O-])c1 (stereo not given),11,2.8,-2.2,-1.7,-1,11,6,-6,-12
CC(NCc1ccccc1Cl)C(=O)Nc1ccc(C#N)cc1 (stereo not given),7,-1.3,-0.8,x,7,-2,3,-5,-7
CCCCN(CCCC)c1ccc(C(=O)c2ccccc2C(=O)O)c(O)c1,1,6.1,0.5,7.0,-2,30,-2,-6,5
c1ccc(CSC2=NCCCN2)cc1,3,5.0,-3.4,x,3,0,-2,-2,-9
O=C(O)c1cc2c(ccc3ccccc32)o1,6,-2.1,-4.1,-0.1,5,11,14,-8,4
COc1ccccc1N1CCN(C(=O)c2cc(-c3cccs3)on2)CC1,-17,0.2,-5.9,1.3,-6,-3,-1,-4,-2
COc1ccc(NC(=O)CSc2nc3ccsc3c(=O)n2Cc2ccccn2)c(OC)c1,-4,-1.1,-0.2,x,2,0,-2,1,6
Cc1nn(CC(=O)NCCc2ccccc2)c(C)c1[N+](=O)[O-],-11,x,-2.7,0.3,-6,-2,1,6,5
CCN(CC(=O)N1CCOCC1)S(=O)(=O)c1ccc(C)cc1,4,0.6,-2.3,1.0,5,-8,4,3,4
CC(=O)Cc1ccc(OC(C)C)cc1,-7,1.0,-2.8,x,-12,0,3,10,-8
COc1ccc(CC(=O)NCc2n[nH]c(=S)n2-c2cccc(Cl)c2)cc1,5,2.6,-0.1,-0.4,2,-10,-1,-3,-7
CC(C)(C)OC(=O)N[C@@H](Cc1ccccc1)c1nnc(SCC(N)=O)o1,2,1.3,-0.4,x,4,4,-5,u,-4
O=C(Nc1cccnc1Cl)c1cc2ccccc2o1,3,0.5,-3.4,0.5,-8,-1,-2,-2,0
Cc1csc(NC(=O)[C@@H](NC(=O)c2ccccc2)C(C)C)n1,1,-0.2,-0.5,0.0,0,-6,4,-4,-1
CCc1nnc(NS(=O)(=O)c2ccc(NCc3ccccc3O)cc2)s1,6,4.1,x,0.5,-2,-7,-1,1,0

Overlap with the part before: 2 compounds; new compounds follow.
Compound,MazF activator,Mtb UGM inh,FadD28 FP inh,Mtb BioA inh,Rv3671c inh,GDH-TPI inh,Mtb FBA inh,BoNT-F LC inh,PrPC surface inh
Cc1csc(NC(=O)[C@@H](NC(=O)c2ccccc2)C(C)C)n1,1,-0.2,-0.5,0.0,0,-6,4,-4,-1
CCc1nnc(NS(=O)(=O)c2ccc(NCc3ccccc3O)cc2)s1,6,4.1,x,0.5,-2,-7,-1,1,0
O=S(=O)(Nc1ccncc1Cl)c1cc(Cl)ccc1Cl,-9,-0.3,-2.7,-1.5,-8,21,3,0,8
CC1(C)C(=O)NC(=O)N1Cc1ccccc1,3,-0.6,-1.3,-0.1,-4,7,-1,-3,1
CCn1c(-c2nonc2NC(=O)c2ccccc2)nc2ccccc21,-5,x,-2.1,0.2,1,-1,0,1,6
COc1ccc(NC(=O)CNC(=O)Cn2c(C)cc3ccccc3c2=O)c(OC)c1,7,-0.1,-0.8,x,-5,3,7,-4,9
CCCC(=O)NC(c1ccc2c(c1)OCO2)c1cc(Cl)c2cccnc2c1O (stereo not given),1,0.6,0.0,x,17,4,4,-7,x
CCCc1cc(=O)oc2c(C)c(OCC(=O)Nc3ccccn3)ccc12,-19,-1.3,-0.7,-0.8,-2,5,14,2,4
COc1ccc(NC(=O)COc2ccc(N(C)S(=O)(=O)c3ccc(C)cc3)cc2)cc1,-1,1.8,0.9,-3.6,-12,5,8,-11,12
Nc1c(-c2ccc(Cl)cc2)cnn1-c1cc(C(F)(F)F)cc(C(F)(F)F)c1,-2,-1.9,-0.3,1.9,6,8,+,-2,1
O=C(CSc1nc2ccccc2o1)N/N=C/c1ccco1,4,-1.0,-3.8,0.6,9,2,-1,-2,3
CCS(=O)(=O)Nc1cc(C(=O)O)ccc1C,5,1.0,-3.6,x,11,-12,-1,4,11
CCN1CCN(c2ccc(S(=O)(=O)N3CCOCC3)cc2NC(=O)/C=C/c2ccc(OC)cc2OC)CC1,8,1.6,-0.7,-2.5,5,20,1,u,-8
CC1(C(=O)NS(=O)(=O)Cc2cccc(Cl)c2)CCN1C(=O)c1ccc(C2CCCCC2)cc1 (stereo not given),x,x,-3.9,3.1,x,-8,1,-2,-4
CC(=O)NC(c1ccccc1)c1cc(Cl)c2cccnc2c1O (stereo not given),5,2.0,-3.3,-1.6,2,-2,-3,u,22
CCOc1ccc(CCNC(=O)Cn2ccc3ccccc3c2=O)cc1OCC,2,-0.2,0.1,x,-6,2,5,9,5
N/C(=N\OC(=O)c1ccc(F)cc1)c1nonc1N,-7,0.4,1.8,x,-5,0,4,-4,0
COc1cc(NC(=O)CN(C)S(=O)(=O)c2ccc(-c3ccc(=O)[nH]n3)s2)cc(OC)c1,11,-0.7,-11,-1.8,-59,13,0,2,-7
CCCCN(C(=O)CCC(=O)Nc1cc(C)on1)C(C(=O)NC1CCCC1)c1ccccc1OCC (stereo not given),8,-0.1,0.1,-0.9,-5,3,-2,3,5
COc1cc(OC)cc(N2CCN(S(=O)(=O)c3ccc(-n4cnnn4)cc3)CC2)c1,21,-0.7,-0.6,-0.5,-6,1,0,1,6
COc1cccc(CC2(CO)CCCN(Cc3cc(F)ccc3-n3cccn3)C2)c1 (stereo not given),-4,2.1,-1.8,1.6,2,5,4,5,4
Cc1ccc(N2CC(C(=O)Nc3ccc(S(=O)(=O)N4CCCC4)cc3)CC2=O)cc1C (stereo not given),8,0.0,0.3,x,-3,-1,1,-23,4
CCCCn1c2c(c(=N)c3c1CCC3)CCC2,3,-2.7,-1.8,1.6,-2,2,-1,-5,5
CCCCN(C)S(=O)(=O)c1ccc(C(=O)N=c2sc3cc(NC(C)=O)ccc3n2C)cc1,-6,1.8,-2.2,9.3,-9,20,1,-3,-3
CN(C)S(=O)(=O)c1ccc(C(=O)NCC(=O)N/N=C/c2ccco2)cc1,3,0.1,-2.2,x,-2,1,1,-4,1
CC(C)(C)c1ccc(/C=C/C(=O)N2CCOCC2)cc1,-8,0.8,-1.5,x,-6,-2,-2,1,7
COC(=O)c1ccc(CN(Cc2ccc(C(=O)OC)o2)C(C)(C)C)o1,1,0.0,-3.2,x,0,1,-2,5,-1
COc1cccc(NC(=O)c2ccc(N3C(=O)C4CCC(C)CC4C3=O)cc2)c1 (stereo not given),-5,-0.7,-2.2,-2.2,1,3,6,-2,-7
CCCCN(CC)CCNC(=O)c1cc2c(=O)n(C)c3ccccc3c2s1,11,-0.4,-4.8,-2.3,-5,15,49*,u,-7
COC(=O)c1ccc(C23CC4(C2)[C@H](CN(C)[C@@H]4c2ccccc2)C3c2ccc(C(F)(F)F)cc2)cc1 (stereo not given in full),-6,0.0,-4.1,-1.9,-6,2,-2,-9,7
CCc1ccc(-c2cc3c(=O)n(CC(=O)NCCCN4CCC(Cc5ccccc5)CC4)nc(C)n3n2)cc1,0,3.0,-4.4,-2.0,-3,-3,-3,3,-3
CCc1nnc(NC(=O)c2cc(-c3ccccn3)nc3ccc(Br)cc23)s1,-5,-0.5,-1.6,-1.7,-7,-4,-5,4,1
CC(=O)N1CCOc2ccc(S(=O)(=O)Nc3ccc(Cl)cn3)cc21,9,-1.5,-1.3,-1.5,-5,7,-1,0,2
COc1cc(C(=O)NCC(=O)NCC(c2ccco2)N2CCCCC2)cc(OC)c1OC (stereo not given),7,1.2,-1.6,-0.7,0,7,2,-7,4
COc1ccc(N2CC(C(=O)Nc3cc(C(F)(F)F)ccc3N3CCCC3)CC2=O)c(OC)c1 (stereo not given),3,-1.4,-3.8,-2.5,1,1,-2,-11,4
Cc1cccc(C(=O)OCC(=O)N(CC(C)C)c2c(N)n(Cc3ccccc3)c(=O)[nH]c2=O)c1O,-9,-1.4,-0.8,-4.3,1,2,1,6,2
O=C(C1CCC1)N1CCc2cc(S(=O)(=O)N3CCN(c4ccccn4)CC3)ccc21,5,-1.0,0.6,-1.4,-1,6,6,4,x
COc1cc(NS(=O)(=O)c2c(C)[nH]c(C)c2C(=O)N2CCCCC2)cc(OC)c1OC,4,2.8,-1.0,-1.6,5,9,0,-2,7
CC(=O)Nc1ccc(-c2ccnc3c2CC(C)(C(=O)NCCc2ccccc2)O3)cc1 (stereo not given),x,x,-0.9,-1.6,x,12,13,1,3
O=C(CSc1nnc(NC(=O)c2ccco2)s1)Nc1ccccc1F,-1,-1.8,1.0,-1.9,-7,27,0,-2,-4
O=C(Nc1ccccc1F)c1ccc(Cn2cc(Cl)cn2)cc1,7,-1.1,-0.8,x,-12,11,-2,-7,6
COc1ccc(S(=O)(=O)N2CCC(NC(=O)C(Cc3cccc(OC)c3OC)NC(C)=O)CC2)cc1 (stereo not given),7,1.5,-2.5,x,14,0,2,0,-9
CCOc1cc(NC(=S)NCCCN(C)C)c(OCC)cc1NC(=O)c1cccs1,10,0.9,2.1,x,10,5,-3,-9,-1
CCCCCCCN1C=CC(=O)CC1,7,0.4,-2.9,1.4,-1,12,-4,-4,-4
COc1cccc(OCCCCSc2ncccn2)c1,2,-2.1,0.1,0.8,-11,2,0,1,2
CCOCc1nc2nc(Cl)c(Cl)nc2[nH]1,-23,x,-2.3,-4.2,x,20,4,0,-3
CCN1C(=O)[C@H]2[C@H]3CN=C(SCc4ccc(C#N)cc4)N3[C@@](C)(C(=O)OC)[C@H]2C1=O,5,x,-3.0,0.0,x,8,-1,-1,6

Complete entries from above.
`CC(C)(C)OC(=O)N[C@@H](Cc1ccccc1)c1nnc(SCC(N)=O)o1` is entered as MazF activator = 2; Mtb UGM inh = 1.3; FadD28 FP inh = -0.4; Mtb BioA inh = x; Rv3671c inh = 4; GDH-TPI inh = 4; Mtb FBA inh = -5; BoNT-F LC inh = u; PrPC surface inh = -4
`O=C(CSc1nc2ccccc2o1)N/N=C/c1ccco1` is entered as MazF activator = 4; Mtb UGM inh = -1.0; FadD28 FP inh = -3.8; Mtb BioA inh = 0.6; Rv3671c inh = 9; GDH-TPI inh = 2; Mtb FBA inh = -1; BoNT-F LC inh = -2; PrPC surface inh = 3

(next part)
Compound,MazF activator,Mtb UGM inh,FadD28 FP inh,Mtb BioA inh,Rv3671c inh,GDH-TPI inh,Mtb FBA inh,BoNT-F LC inh,PrPC surface inh
CN1CCN(S(=O)(=O)c2ccc(C#N)cc2)C(c2ccccc2)C1 (stereo not given),7,4.0,-2.8,0.3,3,-4,0,-2,-6
CC1CCCc2sc3nc(N4CCN(CCO)CC4)n4ncnc4c3c21 (stereo not given),5,-0.5,1.0,3.1,6,-3,1,0,4
Cc1c(C(=O)N2CCN(c3ccc(C(F)(F)F)cn3)CC2)oc2ccccc12,-9,0.3,-3.5,1.3,-4,2,-7,0,-7
COc1ccc(CC(C(=O)Nc2cc(C)ccc2C)/C(N)=N/O)cc1 (stereo not given),12,-2.2,-1.7,-0.4,-11,5,4,-1,2
CCOC(=O)C[C@H]1c2ccccc2S(=O)(=O)N1Cc1cccc(C(F)(F)F)c1,3,1.4,-1.4,2.5,-8,16,3,2,7
Cc1ccc(C)c(CN2CCN(c3ncccn3)CC2)c1,6,0.0,2.4,-1.4,3,8,1,u,-4
O=C(NC1CSCC1OC(=O)c1ccccc1)c1ccccc1 (stereo not given),5,-0.5,-5.1,4.4,0,4,1,3,-7
O=C1C=C(c2cc3ccccc3o2)C[C@@H](c2ccc(F)cc2)C1,-4,-1.0,-2.1,1.7,-14,15,0,1,1
O=C(NCc1ccccc1)c1cc(C2CCCCN2C(=O)CCc2ccccc2)on1 (stereo not given),x,x,-1.9,-0.8,x,10,3,5,-5
COC(=O)c1sc(NC(=O)CSc2nnnn2-c2cccc(OC)c2)nc1C,0,-2.7,-2.8,-0.5,-4,1,1,u,-9
Cc1ncc(CO)c(CNc2ccc(Oc3ccccc3)cc2)c1O,-10,-0.4,-5.3,-0.2,x,-1,5,14,0
COc1cc2c(cc1OC)-c1nncn1C(C)(C)C2,6,-1.2,-1.5,-0.2,-2,2,0,3,-1
